BCR signal inh: blocks chronic active B-cell receptor signaling | ABC-DLBCL IkBa-CBG/CBR reporter, luminescence ratio, 4 h | Potency, µM (highest dose often 46.1 µM), for the others: at the top dose ratio change, negative = lower green/red ratio, actives largely listed as inhibitors | actives 0.05% (n = 340,000) | AID 493014; active = well fitted inhibition curve with a large enough effect in the signal ratio, with a control signal flat, not every such curve was filed as active; inconclusive = small, poorly fitted or top-dose-only effect, or effect the other way, or a change in a side signal; the % refers to the signal ratio;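 note: potency is the fitted concentration of half-maximal effect; plate controls were basal doxycycline-induced cells for no effect and cells given 10 µM MG132 for full effect; MG132 reads +100%, hits lower the ratio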
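Concentration-response series (up to 46 uM) were applied to TMD8 dual-reporter cells for 4 h at 37C with doxycycline. Green/red ratio, after filter-overlap correction, defined %Activity; red signal alone was normalised to basal cells and zero luminescence.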
GALK inhibitor: galactokinase (human) inhibition. Purified GALK, Kinase-Glo residual ATP luminescence. Potency, µM (series often up to 57.5 µM), for the others: at the highest dose activity change, negative = inhibition, hits mostly inhibitors. actives 0.007% (n = 270,000); note: potency is the fitted concentration of half-maximal effect; % is set by controls: 0 for no effect and ±100 for the full control effect
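The enzyme phosphorylates galactose (100 uM) using ATP (35 uM); inhibition is detected as higher residual ATP, quantified by bioluminescence after 1 h reaction at room temperature, pH 8.0.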
PKM2 activator: activators of human pyruvate kinase M2. purified PKM2, Kinase-Glo ATP luminescence, activation; response scale: 0% is enzyme alone, no compound. P14618. Potency, µM (titrated, usually from 57.5 µM), inactives show at the top dose activation, usual class: activators. actives 0.34% (n = 260,000); note: potency is the fitted concentration of half-maximal effect; % is set by controls: 0 for no effect and ±100 for the full control effect; nearly all actives have a fitted effect of over 55% in size
Target sequence (P14618 whole entry, looked up): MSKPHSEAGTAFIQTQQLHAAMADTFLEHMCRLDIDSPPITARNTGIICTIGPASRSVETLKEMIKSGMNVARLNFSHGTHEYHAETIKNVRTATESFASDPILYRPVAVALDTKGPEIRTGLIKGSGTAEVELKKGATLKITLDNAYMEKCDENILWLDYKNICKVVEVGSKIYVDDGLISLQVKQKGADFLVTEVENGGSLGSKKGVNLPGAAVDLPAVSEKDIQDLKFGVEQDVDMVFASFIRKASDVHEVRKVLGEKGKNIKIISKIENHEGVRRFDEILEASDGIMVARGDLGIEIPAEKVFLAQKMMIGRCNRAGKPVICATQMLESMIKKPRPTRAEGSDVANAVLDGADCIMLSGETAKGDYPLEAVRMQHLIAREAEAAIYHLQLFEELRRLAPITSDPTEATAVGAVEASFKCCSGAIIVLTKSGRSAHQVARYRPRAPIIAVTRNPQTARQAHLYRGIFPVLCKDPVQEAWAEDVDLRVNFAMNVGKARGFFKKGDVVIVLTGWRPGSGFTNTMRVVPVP
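ATP formation by purified human PK-M2, quantified via coupled luciferase luminescence after 1 h at room temperature with 0.1 mM ADP and 0.5 mM PEP final.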
Giardia kill: Giardia lamblia killing; Giardia lamblia trophozoite viability; activity change, % at 7.66 µM, hits read low; actives 0.15% (n = 340,000); AID 540267; in the data active = activity change below about -80%; inconclusive = between about -30% and that limit;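 note: parasites exposed to compound for two days anaerobically before the ATP read; % is set by controls: 0 for no effect and ±100 for the full control effect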
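Anaerobic 48 hrs incubation at 37 deg C of 100 trophozoites/well with test compounds; ATPLite 1-Step luminescence, 15-30 min RT, reports cellular ATP as viability.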
a7 integrin act: activators of alpha7 integrin expression for muscular dystrophy | alpha7betagal myoblasts, beta-gal FDG fluorescence, 48 h | Potency, µM (highest dose often 38.3 µM), inactives show top-dose activation, usual class: activators | actives 0.064% (n = 350,000) | AID 624291;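 note: potency is the fitted concentration of half-maximal effect; 100% = response of the positive control SU9516; nearly all actives have a fitted effect of over 60% in size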
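alpha7betagal+/- myoblasts (passage 13, 250/well) treated 48 h at 37C with compounds at 1:260 dilution of DMSO stock. Lysed, then beta-galactosidase activity read as FDG fluorescence (ex 480/em 540) after 30 min, with pre-read for autofluorescence.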
PTAP TSG101 blk: blocks PTAP/TSG101 interaction to inhibit HIV-1 budding. Fluorescence polarization, FITC-PTAP peptide / Tsg101 binding. Potency, µM (top dose mostly 115 µM), inactives show at the highest dose activity change, negative = inhibition, most hits filed as inhibitors. 340,000 tested, under 10 active. AID 493005; active = well fitted inhibition curve with a large enough effect in the main read-out, with a control signal flat, not every such curve was filed as active; inconclusive = small, poorly fitted or top-dose-only effect, or effect the other way, or a change in a side signal; inactive = no such curve, though single readings can be large or run the other way; note: potency is the fitted concentration of half-maximal effect; % of control where 0% means no effect
Target sequence (Q99816 whole entry, looked up): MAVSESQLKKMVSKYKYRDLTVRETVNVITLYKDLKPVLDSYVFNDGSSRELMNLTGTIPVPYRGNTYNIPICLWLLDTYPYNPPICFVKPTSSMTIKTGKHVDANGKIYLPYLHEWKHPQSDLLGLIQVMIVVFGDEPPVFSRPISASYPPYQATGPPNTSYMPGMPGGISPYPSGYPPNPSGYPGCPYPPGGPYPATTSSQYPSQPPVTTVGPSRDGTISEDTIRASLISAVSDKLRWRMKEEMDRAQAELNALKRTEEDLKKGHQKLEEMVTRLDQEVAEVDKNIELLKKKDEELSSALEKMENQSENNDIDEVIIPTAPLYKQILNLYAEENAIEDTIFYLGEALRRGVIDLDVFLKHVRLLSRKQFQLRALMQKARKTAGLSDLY
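Compounds were pin-transferred onto Tsg101 binding domain (10 uM final) in HEPES pH 7.5 buffer, then FITC-PTAP peptide was added at 50 nM final. After 20 min at RT, polarization reported peptide displacement across a qHTS concentration series.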
S-ASM inh: blocks human secretory acid sphingomyelinase | P17405 | placental ASM, HMU-PC fluorogenic substrate, 60 min | Potency, µM (top dose mostly 57.5 µM), for inactives: top-dose activity change, negative = inhibition, actives largely listed as inhibitors | actives 0.006% (n = 340,000) | AID 504937; note: potency is the fitted concentration of half-maximal effect
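Steps: dispense placental human ASM, pin compound, wait 10 min at room temperature, add HMU-PC0 substrate at 9 uM final, incubate 60 min at 37 °C, add stop solution raising pH to 10, read fluorescence.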
Menin MLL FP TR: displaces Texas Red mutant MLL peptide from human menin | Menin + Texas Red MLL mutant peptide, fluorescence polarization | Potency, µM (series often up to 61.6 µM), inactives show at the top dose FP activity change, negative = inhibition, hits mostly inhibitors | actives 0.23% (n = 270,000); active = well fitted inhibition curve with a large enough effect in the polarisation, with a control signal flat, not every such curve was filed as active; inconclusive = small, poorly fitted or top-dose-only effect, or effect the other way, or a change in a side signal; inactive = no such curve, though single readings can be large or run the other way; the % refers to the polarisation; note: potency is the fitted concentration of half-maximal effect; % of control where 0% means no effect; many of its hits are not listed in these tables
Tb PFK inh: T. brucei PFK enzyme inhibition; O15648; T. brucei PFK, ADP-Glo luminescence; Potency, µM (titrated, usually from 57.5 µM), without a hit: top-dose activity, negative = inhibition, hits mostly inhibitors; actives 0.17% (n = 330,000);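 note: potency is the fitted concentration of half-maximal effect; 0% = uninhibited 1x PFK enzyme wells and -100% = no-enzyme wells; nearly all actives have a fitted effect of over 60% in size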
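Activity is normalized to no-enzyme wells (full inhibition) and 1.25 nM enzyme wells (no inhibition). Reaction: 0.5 mM F6P, 0.1 mM ATP, 45 min RT, ADP-Glo luminescence; concentration-response curves fitted and classed by quality.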
B2AR arrestin: recruits beta-arrestin to the human beta2-adrenergic receptor | actives 0.02% (n = 330,000) | P07550 | Potency, µM (doses to about 46.1 µM), for inactives: top-dose activation, most hits filed as activators | beta-arrestin recruitment to beta2AR, cell-based reporter;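 note: potency is the fitted concentration of half-maximal effect; 0% = DMSO controls and full agonism = EC100 isoproterenol or metaproterenol; nearly all actives have a fitted effect of over 65% in size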
FBPA coupling cs: inhibits coupling enzyme system, counter-screen for aldolase hits. coupling enzyme system counterscreen, AmpLite Red fluorescence. activity change, negative = inhibition, % at 58.2 µM, hits read low. actives 0.67% (n = 290,000). AID 2472; in the data active = activity change below about -30%; note: % is set by controls: 0 for no effect and ±100 for the full control effect
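Final compound at 57.5 uM, incubated 10 min at RT with coupling enzyme reagent (glyceraldehyde-3-phosphate), then 20 min with substrate and AmpLite Red detection. Fluorescence read at 525/598 nm; tests interference with the coupling assay, not aldolase inhibition.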
Starred values were filed as active, the others as inactive; i = inactive; ? = inconclusive; · = not tested or not shown; & = joins results of further samples; [ ] = remark or other dose. Unless noted, calls come from the whole dose curve; as a rule, active = well fitted curve in the direction sought with a large enough effect; inconclusive = small, poorly fitted or top-dose-only effect, or another doubt; inactive = no such curve, though single readings can be large; an effect the other way counts as inactive or inconclusive. Not all compounds are listed; rates above refer to the full screens.

SMILES	BCR signal inh	GALK inhibitor	PKM2 activator	Giardia kill	a7 integrin act	PTAP TSG101 blk	S-ASM inh	Menin MLL FP TR	Tb PFK inh	B2AR arrestin	FBPA coupling cs
CC(c1ccccc1)[n+]1ccccc1 (centres undefined)	0.5%	·	·	-14.0	-17.7%	·	-2.0%	·	-4.9%	0.1%	·
Nc1c2c(nc3sc4c(c13)CCCCC4)CCCC2	?	·	1.1%	22.2	-42.0%	-0.2%	2.6%	-13.6%	-4.2%	-0.5%	-2.5
CN1C(=O)/C(=C/C=C/c2ccco2)C(=O)NC1=S	9.9%	-1.7%	4.4%	-9.9	-21.7%	0.4%	-1.2%	·	?	-0.2%	-4.5
Cc1ccc(-n2c(O)c(/C=N/NC(=O)c3ccncc3)c(=O)[nH]c2=O)cc1	4.9%	-0.1%	8.8%	25.5	0.0%	-4.6%	52.1%[activator]	3.5%	-0.1%	-0.8%	2.4
COc1ccccc1NCC(=O)c1ccc(Cl)cc1	?	-1.5%	·	11.7	-16.0%	-6.5%	-5.2%	4.3%	1.4%	0.1%	0.8
CC(C)(C)C(=O)OC[N+](C)(C)CCOC(=O)C(O)(c1ccccc1)C1CCCC1 (centres undefined)	2.9%	0.1%	0.5%	6.9	-8.2%	2.3%	0.0%	-4.1%	0.8%	-0.3%	1.9
CN1CCc2nc3sc(C#N)c(N)c3c(-c3cccs3)c2C1	3.7%	-0.4%	0.2%	1.3	-48.5%[inhibitor]	-9.6%	14.3%	1.1%	2.7%	0.1%	-0.9
Nc1c(C(=O)N2CCOCC2)sc2nc3c(cc12)CCCC3	?	9.5%	-41.4%	-26.6	14.0%	0.5%	260.8%[activator]	9.7%	-5.5%	-0.1%	-7.5
O=C1NC(=O)C(=Cc2ccc(Sc3ccccc3)o2)C(=O)N1	?	2.9%	20µM*	9.7	-18.0%	-5.2%	-1.2%	·	-2.1%	2.7%	0.3
Cc1cc(C)c(N=Cc2c(O)[nH]c(=O)[nH]c2=O)c(C)c1	?	-4.9%	-9.6%	?	8.7%	0.2%	0.6%	-3.5%	0.0%	-1.1%	-1.9
COC(=O)CCCCC1SCC(NC(=O)c2ccccc2)C1Cl (centres undefined)	-24.8%	-2.7%	18.8%	?	-32.2%	-10.6%	-4.0%	13.0%	-5.2%	-0.6%	1.9
COc1ccc(CCNCc2ccccc2)cc1	?	-1.8%	·	-8.9	?	0.0%	0.6%	?	-21.7%	-0.9%	2.4
COc1ccc(CN2CCCC(C(=O)c3sccc3C)C2)cc1O (centres undefined)	?	0.4%	0.2%	-11.2	-37.3%	-3.5%	1.7%	-12.1%	-4.7%	0.3%	-0.3
ClCCOCCCl	1.1%	·	·	?	·	-2.0%	-2.8%	·	0.7%	0.1%	·
COC1=CC=C2[C@H]3Cc4ccc(OC)c5c4[C@@]2(CCN3C)[C@H]1O5	-2.8%	-0.3%	·	-8.1	1.4%	-0.4%	-6.1%	-1.8%&-24.9%	-2.3%	-0.3%	-2.5&-0.5
C=CCn1c(O)c(C(C)=NCCC2=CCCCC2)c(=O)[nH]c1=O	?	0.3%	1.0%	7.1	16.0%	-5.2%	-5.9%	-10.6%	4.2%	-1.1%	10.9
O=C1/C(=C/c2cccnc2)N2CCC1CC2	0.3%	-1.9%	0.7%	6.1	0.0%	-4.0%	2.7%	-0.3%	-2.1%	-0.3%	4.2
CCCc1nc2ccccc2c(=O)n1-c1ccc(OC)cc1	-2.1%	2.3%	0.2%	-5.4	3.1%	-3.5%	-0.3%	1.2%	-7.0%	-1.7%	9.3
CC(=O)c1cn(Cc2ccc(F)cc2)c2ccccc12	18.9%	·	1.5%	-9.9	-9.2%	-5.1%	5.4%	1.5%	-9.0%	-1.1%	-3.0
COC(=O)C1=C(c2ccc(-c3ccccc3)c(F)c2)C[C@@H]2CC[C@H]1N2C(=O)NCCNC(C)=O	-11.2%	·	·	19.7	-0.5%	-1.7%	-6.8%	·	-2.1%	0.1%	·
CCOC(=O)Cn1c(=O)oc2cc(S(=O)(=O)Nc3ccc(N(CC)CC)cc3C)ccc21	?	2.3%	4.4%	-8.7	-26.4%	-4.1%	-5.2%	-18.1%	-1.1%	-0.5%	-4.5
CCCCn1c(NS(=O)(=O)c2ccccc2)c(C(=O)OCC)c2nc3ccccc3nc21	?	0.0%	25.5%	2.7	9.9%	-3.4%	i	-19.6%	2.4%	0.0%	-0.2
C=CCn1c(O)c(C(C)=NCc2ccco2)c(=O)[nH]c1=O	?	0.8%	9.5%	-10.5	17.3%	-6.2%	0.7%	1.6%	-5.1%	0.1%	-1.5
CCN(CC)P(c1n(C)cc[n+]1C)N(CC)CC	-0.4%	3.8%	-2.9%	10.4	3.3%	-9.1%	-0.3%	12.0%	-3.3%	0.3%	1.1
c1ccc(-c2cccc(-c3ccccc3)n2)cc1	?	0.3%	·	-18.0	-4.9%	-1.0%	-6.0%	32.4%[activator]	0.1%	-0.7%	-0.2
CC(C)OC(=O)c1cc(C(=O)c2cc(Cl)ccc2O)coc1=N	-5.0%	3.6%	1.2%	1.7	-15.3%	1.8%	140.7%[activator]	7.5%	-8.4%	-0.2%	1.7
Cc1ccc(NP(=O)(Oc2ccccc2F)Oc2ccccc2F)cc1C	?	-3.9%	4.6%	-1.4	-46.7%[inhibitor]	-2.5%	-11.5%	?	0.7%	-0.7%	-2.2
COc1ccc(C(=O)C2(C)N(O)C(C)C(c3cccs3)=[N+]2[O-])cc1 (centres undefined)	1.9%	0.1%	-0.2%	-9.1	-14.7%	-1.0%	0.1%	-7.1%	-5.8%	-0.1%	-0.7
COc1ccccc1CC(=O)N1CCN(CCc2ccccc2)CC1	-3.5%	0.0%	-5.9%	-16.6	1.1%	-0.4%	3.5%	-4.8%	0.8%	-0.6%	2.6
O=c1c2ccccc2ncn1-c1ccc([N+](=O)[O-])c(C(F)(F)F)c1	?	1.8%	1.6%	29.5	-9.2%	-1.5%	-2.0%	6.0%	-4.1%	-0.7%	2.0
CC(C)[C@@]1(NC(=O)[C@@H]2C=C3c4cccc5[nH]cc(c45)C[C@H]3N(C)C2)O[C@@]2(O)[C@@H]3CCCN3C(=O)[C@H](Cc3ccccc3)N2C1=O	?	·	3.9%	·	·	·	·	-26.9%	-0.8%	-0.2%	-40.2*
O=c1[nH]c(=O)n(CCc2ccccc2)c(O)c1C=NCCN1CCNCC1	-2.7%	-1.4%	2.8%	0.8	13.7%	-2.2%	3.6%	-5.1%	-3.1%	0.0%	-3.4
N#CC1=C(N)Oc2c(c(=O)oc3ccccc23)C1c1cccnc1 (centres undefined)	?	0.5%	7.5%	-13.2	-9.5%	-7.3%	3.4%	-12.9%	0.2%	-1.0%	1.1
CC(C)(C)c1ccc(/C=C2\Oc3cc(OC(=O)N4CCOCC4)ccc3C2=O)cc1	1.5%	-0.1%	2.7%	-10.9	-51.5%[inhibitor]	-3.9%	26.1%	12.8%	-0.3%	0.4%	4.1
CCCNC(=O)N1[C@H]2CC[C@@H]1C(C(=O)OC)=C(c1ccc(C(C)=O)cc1)C2	4.2%	·	·	5.1	11.8%	0.4%	-1.3%	·	-5.2%	-0.2%	·
Cc1cc(C)nc(-n2c(C)nc3cc(Cl)ccc3c2=O)c1	?	2.3%	2.2%	-2.4	-7.8%	-1.0%	-0.2%	0.2%	-0.4%	2.9%	2.0
C=CCn1c(O)c(C(CC)=Nc2ccc(N(CC)CC)cc2)c(=O)[nH]c1=O	-1.4%	-0.2%	1.7%	-1.0	6.1%	-1.5%	-25.4%	-13.7%	4.4%	5.5%	-7.4
COc1cccc(CNc2ncnc3cc(Cl)ccc23)c1	?	1.0%	26.0%	6.3	0.0%	-10.7%	3.7%	-4.2%	-10.6%	0.1%	0.7
C=CCn1c(O)c(C=NC2CCN(Cc3ccccc3)CC2)c(=O)[nH]c1=O	-1.5%	-0.1%	0.5%	-6.0	-21.3%	-3.1%	4.7%	·	1.1%	-0.3%	-0.2
Cc1[nH]n(-c2ccccc2)c(=O)c1C(c1cccc([N+](=O)[O-])c1O)c1c(C)[nH]n(-c2ccccc2)c1=O	-0.8%	-0.9%	0.5%	-15.4	?	-4.0%	-13.5%	?	?	-1.1%	-11.1
CCOc1ccc(N2C(=O)NC(=O)/C(=C/c3cnc(SC)nc3)C2=O)cc1	3.6%	-2.3%	-4.0%	-26.8	?	-6.7%	-0.2%	14.3%	-1.5%	0.0%	5.3

Screening data as filed in PubChem.
